D2 antagonist = antagonists of human D2 dopamine receptor; P14416; HEK293 TREx D2 cells, calcium flux, dopamine EC80; inhibition, % at 10 µM; actives 2% (n = 340,000); AID 485344; in the data active = inhibition above about 30%; note: 0% is about no effect
Target sequence (P14416 whole entry, looked up): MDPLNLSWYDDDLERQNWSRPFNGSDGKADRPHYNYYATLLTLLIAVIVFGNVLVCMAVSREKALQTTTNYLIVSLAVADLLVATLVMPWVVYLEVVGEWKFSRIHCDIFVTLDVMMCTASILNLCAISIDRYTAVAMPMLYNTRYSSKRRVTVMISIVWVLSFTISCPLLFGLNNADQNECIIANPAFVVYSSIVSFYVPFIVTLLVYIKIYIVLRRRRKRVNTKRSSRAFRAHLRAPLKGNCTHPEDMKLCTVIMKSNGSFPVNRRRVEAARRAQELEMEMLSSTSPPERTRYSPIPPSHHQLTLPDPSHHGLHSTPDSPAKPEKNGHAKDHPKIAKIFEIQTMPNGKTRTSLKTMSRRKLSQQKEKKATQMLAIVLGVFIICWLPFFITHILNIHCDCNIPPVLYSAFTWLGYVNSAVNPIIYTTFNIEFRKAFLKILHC
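Overnight-induced (tetracycline, 30 C) HEK293 T-REx cells carrying force-coupled D2 receive a no-wash calcium dye, then compound, then EC80 dopamine at 180 s; signals are read kinetically throughout.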
IDH1 R132H inh = inhibitors of human mutant IDH1 R132H; AID 602179; IDH1-R132H enzyme, NADPH consumption, diaphorase/resazurin fluorescence; actives 0.093% (n = 390,000); O75874; Potency, µM (doses to about 76.6 µM), for inactives: top-dose activity change, negative = inhibition, usual class: inhibitors; note: potency is the fitted concentration of half-maximal effect; % is set by controls: 0 for no effect and ±100 for the full control effect; nearly all actives have a fitted effect of over 65% in size
Target sequence (O75874 whole entry R132H, stated change not applied): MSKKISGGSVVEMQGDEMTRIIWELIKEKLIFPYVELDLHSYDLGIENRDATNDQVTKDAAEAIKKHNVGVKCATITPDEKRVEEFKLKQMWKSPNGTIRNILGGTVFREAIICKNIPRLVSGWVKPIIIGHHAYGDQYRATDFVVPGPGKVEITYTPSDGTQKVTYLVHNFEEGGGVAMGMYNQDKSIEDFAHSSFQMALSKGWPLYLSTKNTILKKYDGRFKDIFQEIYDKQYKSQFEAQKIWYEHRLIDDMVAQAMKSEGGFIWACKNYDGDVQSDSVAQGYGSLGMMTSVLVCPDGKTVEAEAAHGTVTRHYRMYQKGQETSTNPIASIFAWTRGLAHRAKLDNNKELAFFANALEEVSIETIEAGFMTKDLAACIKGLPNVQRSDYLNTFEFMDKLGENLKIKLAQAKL
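IDH1-R132H (0.5 ug/mL dispensed) in pH 7.5 Tris buffer was preincubated 30 min with compound, then given a substrate mix of 0.016 mM NADPH and 2 mM alpha-KG for 80 min at room temperature; remaining NADPH was read by diaphorase/resazurin fluorescence.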
TrxR1 inh = rat TrxR1 inhibition. O89049. recombinant rTrxR1, NADPH fluorescence consumption, selenite substrate. Potency, µM (series often up to 114 µM), inactives show at the highest dose activity change, negative = inhibition, usual class: inhibitors. actives 1% (n = 390,000). AID 588453; note: potency is the fitted concentration of half-maximal effect; % is set by controls: 0 for no effect and ±100 for the full control effect; nearly all actives have a fitted effect of over 65% in size
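Rat TrxR1 (90 nM in the dispensed reagent) was pre-reduced with 400 uM NADPH for 5 min at room temperature, then incubated with compound for 15 min. After 400 uM selenite was added, NADPH fluorescence (Ex 340/Em 450 nm) was followed for 8 min.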
TRHR ag = activates the human TRH receptor | P34981 | TRHR cells, calcium flux fluo-8, FDSS agonist mode | activation, % at 2 µM | actives 0.18% (n = 360,000); in the data active = activation above about 30%; note: 0% is about no effect
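In this calcium-flux screen, cells bearing human TRHR are dye-loaded with fluo-8, baselined for 10 cycles, then exposed to library compounds; positive kinetic calcium responses during the agonist phase mark hits, with TRH as control.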
D2 ag = activates the human D2 dopamine receptor | P14416 | HEK293 T-REx D2 cells, calcium flux agonist mode | activation, % at 2 µM | actives 0.53% (n = 340,000) | AID 485358;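 active = activation over 3 SD above normal in the single-dose calcium agonist read, cut at about 30% in these data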; note: 0% is about no effect
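In this primary screen, compounds producing a positive calcium signal within 180 s of addition to tetracycline-induced, force-coupled HEK293 Trex D2 cells are flagged; cells are dye-loaded with a no-wash calcium kit beforehand.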
TrxR1 substrate = substrates of rat thioredoxin reductase 1; actives 0.01% (n = 390,000); purified TrxR1 substrate turnover, NADPH consumption readout; Potency, µM (highest dose often 114 µM), without a hit: at the top dose activity change, negative = substrate turnover; AID 588456; note: potency is the fitted concentration of half-maximal effect; % is set by controls: 0 for no effect and ±100 for the full control effect; nearly all actives have a fitted effect of over 50% in size
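Rat TrxR1, dispensed at 90 nM, was prereduced with 400 uM NADPH (final) for 5 min at ~22 deg C, then incubated with compound 15 min before 400 uM selenite. A first-read NADPH fluorescence drop versus no-compound background flagged substrates.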
PI4K2A inh = PI4K2A (human) kinase inhibition; activity change, negative = inhibition, % at 76.9 µM; purified PI4K2A, ADP-Glo luminescence, 1 h; stronger effect = lower value; actives 0.13% (n = 420,000); Q9BTU6; in the data active = activity change below about -50%; inconclusive = mostly about -30% to -49%;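 note: -100% = wells without enzyme as full effect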
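In this quantitative HTS, ADP production by PI4K2A was quantified luminescently after 1 h at ambient temperature; 100 microM adenosine served as plate-quality control.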
USP1 inh = USP1/UAF1 (human) deubiquitinase inhibition | actives 0.23% (n = 390,000) | recombinant USP1/UAF1, Ub-Rhodamine cleavage fluorescence | O94782 | Potency, µM (top dose mostly 57.1 µM), without a hit: at the highest dose activity change, negative = inhibition, most hits filed as inhibitors; note: potency is the fitted concentration of half-maximal effect; % is set by controls: 0 for no effect and ±100 for the full control effect; nearly all actives have a fitted effect of over 60% in size; inactives centre near -12
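1 nM enzyme complex + cpd, 15 min RT; start with Ub-Rho 150nM final; kinetic fluorescence ex 480/em 540, 6 reads q60 s. Buffer 50mM HEPES pH 7.8, 0.5mM EDTA, 0.1 mg/ml BSA, 1mM TCEP, 0.01% Tween-20.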
TRHR enhancer = allosterically enhances the human TRH receptor | TRHR cells, fluo-8 calcium fluorescence, EC20 TRH enhancement | enhancement, % at 2 µM | actives 0.66% (n = 360,000); in the data active = enhancement above about 30%; note: 0% is about no effect
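Enhancer read-out: after compound pinning and an initial kinetic agonist-mode read, an EC20 of TRH (10 nM final) was injected and fluo-8 calcium signal (Ex 480/Em 530) followed at 1 s/cycle for 100 cycles in TRHR-expressing cells.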
An asterisk follows results filed as active; ? = inconclusive; · = no result given; [ ] = remark or other dose. Unless noted, calls come from the whole dose curve; as a rule, active = well fitted inhibition curve with a large enough effect; inconclusive = small, poorly fitted or top-dose-only effect; inactive = no such curve, though single readings can be large or run the other way. Rows are unselected. Share with any hit: about 3.9%.

No.	mol	D2 antagonist	IDH1 R132H inh	TrxR1 inh	TRHR ag	D2 ag
1	COc1ccccc1C(=O)Nc1cccc(Oc2c(F)c(F)c(F)c(F)c2F)c1	-3	2%	-1%	0.8	0.1
2	Cc1ccc(NS(=O)(=O)c2ccc(C)c(NC(=O)COc3ccccc3)c2)c(C)c1	67*	0%	-5%	-1.3	-1.5
3	COc1ccccc1OCC(=O)Nc1nnc(-c2ccco2)s1	-15	14%	?	-0.3	0.4
4	COc1cc2c(cc1OC)C(c1cc(Br)c(OC)c(OC)c1)CC(=O)N2 (centres undefined)	-5	0%	21%	-0.6	0.1
5	Cc1cc([N+](=O)[O-])nn1CC(=O)Nc1ccc(Cl)cn1	1	0%	14%	0.2	-0.3
6	CCC(C)NC(=O)C1CCN(S(=O)(=O)N2CCCC2)CC1 (centres undefined)	8	-4%	17%	0.2	-1.4
7	Cc1ccccc1Nc1nc(N)nc(COC(=O)CCNS(=O)(=O)c2ccccc2)n1	-8	4%	14%	-0.3	-0.1
8	COc1cc(NC(C)CCc2ccccc2)cc(OC)c1OC (centres undefined)	-2	25%	1%[57.1 µM]	-2.0	0.4
9	O=C(C[C@@H]1C/C=C/CC[C@@H](Cc2ccc(F)cc2)C(=O)OC[C@H](Cc2ccccc2)NC1=O)N[C@H](CO)Cc1ccccc1	·	-7%	13%	·	·
10	CCn1c(N)nc2c1c(=O)n(C)c(=O)n2C	-9	16%	17%	0.7	-0.6
11	Cc1nn(C)cc1C(C(=O)NC1CCCCC1)N(C(=O)Cc1cccs1)c1ccc(Cl)cc1 (centres undefined)	-5	5%	-3%	2.5	11
12	O=C(c1cnccn1)N(Cc1cccs1)C1(C(=O)NC2CCCCC2)CCCCC1	7	11%	6%	-0.8	1.9

No.	TrxR1 substrate	PI4K2A inh	USP1 inh	TRHR enhancer
1	-9%	4	-15%	0
2	-15%	2	-10%	1
3	-7%	4	-1%	-10
4	-1%	0	3%	3
5	0%	-1	-8%	-8
6	11%	8	-11%	2
7	-5%	-4	-19%	10
8	4%[57.1 µM]	0	-19%	-1
9	-6%	3	-15%	·
10	6%	2	-27%	44*
11	-8%	-3	-3%	-8
12	3%	-6	-14%	-1

New compounds follow.
No.	mol	D2 antagonist	IDH1 R132H inh	TrxR1 inh	TRHR ag	D2 ag
13	CCn1c(=O)cc(SCC(=O)NCCCN2CCN(c3ccc(F)cc3)CC2)c2ccccc21	66*	10%	13%	-0.8	27
14	COc1ccc(CCN2CC(C(=O)NC3CCCCC3)CC2=O)cc1OC (centres undefined)	-4	4%	16%	0.6	-0.3
15	O=C(Nc1nccs1)Oc1ccccc1	·	6%	5%	0.1	·
16	CNC(=O)COc1ccc2oc3c(c2c1)CCCC3	6	9%	17%	-1.0	-0.3
17	CCCN(CC(=O)Nc1ccccc1OC)C(=O)c1nc2nc(C)ccn2n1	·	2%	13%	·	·
18	CCn1c(SCC(=O)N2CCc3ccccc32)nnc1-c1ccco1	-7	11%	?	0.1	-0.2
19	Cc1cccc(NC(=O)CSc2nc(-c3ccco3)cc(C(F)(F)F)n2)c1C	·	-15%	23%	-0.2	0.5
20	CCCCNC(=O)N(O)C1N(/N=C/c2ccccc2O)C(=S)SC1(C)C (centres undefined)	6	-6%	-6%[57.1 µM]	-0.8	-0.2
21	COc1ccc(OCCCCOc2ccccc2Cl)cc1	6	0%	20%	1.1	-0.5
22	O=C(Nc1nnc(-c2ccccc2F)s1)C1CCCO1 (centres undefined)	40*	5%	-15%	0.1	0.7
23	C=CCC(NCCCO)c1cccc(OC)c1OC (centres undefined)	·	1%	9%[57.1 µM]	0.1	·
24	O=[N+]([O-])c1cc([N+](=O)[O-])c(Oc2cccc3ccccc23)cc1NN1CCCCC1	·	-9%	12%	·	·

No.	TrxR1 substrate	PI4K2A inh	USP1 inh	TRHR enhancer
13	8%	5	-12%	7
14	4%	-4	-24%	-2
15	-6%	1	-21%	-7
16	6%	2	-21%	3
17	3%	3	-6%	·
18	-5%	-9	-9%	-19
19	4%	-2	-12%	10
20	-7%[57.1 µM]	2	-15%	-4
21	8%	-3	-10%	-14
22	-5%	-13	-15%	-1
23	8%[57.1 µM]	4	-16%	4
24	-4%	0	15%	·

Entries above marked active in D2 antagonist:
nr | SMILES | D2 antagonist | IDH1 R132H inh | TrxR1 inh | TRHR ag | TrxR1 substrate | PI4K2A inh | USP1 inh | TRHR enhancer
2 | Cc1ccc(NS(=O)(=O)c2ccc(C)c(NC(=O)COc3ccccc3)c2)c(C)c1 | 67* | 0% | -5% | -1.3 | -15% | 2 | -10% | 1
13 | CCn1c(=O)cc(SCC(=O)NCCCN2CCN(c3ccc(F)cc3)CC2)c2ccccc21 | 66* | 10% | 13% | -0.8 | 8% | 5 | -12% | 7
22 | O=C(Nc1nnc(-c2ccccc2F)s1)C1CCCO1 (centres undefined) | 40* | 5% | -15% | 0.1 | -5% | -13 | -15% | -1

New compounds follow:
No.	mol	D2 antagonist	IDH1 R132H inh	TrxR1 inh	TRHR ag	D2 ag
25	COc1ccc(-n2ccsc2=S)cc1	-1	2%	-12%	-0.2	0.1
26	COc1ccc(S(=O)(=O)N(CC(=O)Nc2ccc(S(=O)(=O)N3CCOCC3)cc2)Cc2ccc(F)cc2)cc1	9	9%	10%	0.6	2.0
27	COc1ccccc1C(=O)NC(=O)Nc1c(C)cc(C)cc1C	-20	7%	12%	2.0	3.7
28	O=C(NCC1CCCO1)c1cc2nc(-c3ccco3)cc(C(F)(F)Cl)n2n1 (centres undefined)	-15	0%	?	5.7	-0.1
29	CCCCNc1c(-c2ccc(SC(C)CC)c(OC)c2)nc2ccc(C)cn12 (centres undefined)	·	9%	77%[activator][57.1 µM]	0.0	·
30	COc1ccc(N2CC(NS(=O)(=O)c3cccs3)CC2=O)cc1 (centres undefined)	0	4%	-5%[57.1 µM]	0.1	0.8
31	COc1ccccc1N1CCN(C(=O)/C=C/c2cccs2)CC1	-6	6%	-50%	-0.3	-0.8
32	COc1ccc(S(=O)(=O)N2CCOCC2)cc1NC(=O)CSc1ccc(F)cc1	15	3%	25%	0.6	-0.1
33	CCCCNc1ccc(S(=O)(=O)c2cccc([N+](=O)[O-])c2)cc1[N+](=O)[O-]	19	4%	-9%	0.7	1.5
34	COc1ccc(C(=O)OCC(=O)N2C(C)CCCC2C)cc1[N+](=O)[O-] (centres undefined)	-2	-3%	15%	1.3	0.5
35	CCOc1ccc(OCCC(=O)OCC(=O)NCc2ccccc2)cc1	-17	4%	15%	1.3	0.1
36	COCCCn1c(=N)c(C(=O)NC2CCCC2)cc2c(=O)n3cc(C)ccc3nc21	·	28%	67%[activator]	11	·

No.	TrxR1 substrate	PI4K2A inh	USP1 inh	TRHR enhancer
25	5%	0	6%	6
26	-4%	-2	-18%	3
27	1%	9	-17%	-3
28	-2%	-1	-15%	-3
29	106%[activator][57.1 µM]	-2	-39%	7
30	-1%[57.1 µM]	-4	-14%	-1
31	-12%	-3	-18%	-3
32	-2%	0	-6%	-4
33	-4%	1	-15%	-12
34	4%	5	-26%	-1
35	2%	-4	-5%	-5
36	480%[activator]	-8	-16%	3

(list continues)
No.	mol	D2 antagonist	IDH1 R132H inh	TrxR1 inh	TRHR ag	D2 ag
37	Cc1ccccc1N1CC(C(=O)Nc2ccc3c(c2)OCO3)CC1=O (centres undefined)	-4	7%	-5%[57.1 µM]	0.4	0.8
38	CCc1ccc(NC2=CC(=O)C(=O)c3ccccc32)cc1	1	0%	-14%	2.2	0.2
39	CSCCCN1CCCC(CO)(Cc2ccc(F)cc2)C1 (centres undefined)	-7	4%	-12%	0.6	0.7
40	CN(c1ccccc1)S(=O)(=O)c1cccc(NC(=O)CN2CCCc3ccccc32)c1	-14	-6%	4%	0.2	-1.2
41	O=C(O)CC/C(=N/Nc1ncc(C(F)(F)F)cc1Cl)C(=O)O	-4	5%	9%[57.1 µM]	-0.5	-0.9
42	COc1cc(-c2noc(CCCC(=O)Nc3cccnc3)n2)cc(OC)c1OC	21	0%	11%	-0.1	-0.2
43	COc1ccc2[nH]c3c(=O)n(CCCCCC(=O)NCCC(C)C)c(=S)[nH]c3c2c1	4	-5%	27%	0.0	0.5
44	Fc1cc(F)c2nc(N3CCCC3)sc2c1	7	4%	8%[57.1 µM]	-0.8	-0.3
45	Cc1ccc2c(C)nc(Nc3nc(CSc4nnc(C)s4)cc(=O)[nH]3)nc2c1	27	5%	34%	-0.5	-0.1
46	Cc1cc(S(=O)(=O)NC2CCCC2)ccc1F	3	6%	24%[57.1 µM]	-0.5	0.0
47	CC(=O)c1c(C)[nH]c(C(=O)Nc2cccnc2)c1C	6	2%	22%	1.0	-0.6
48	Cc1ccc(OCCCSc2nc(-c3ccc(C(C)(C)C)cc3)nc3cc(=O)[nH]n23)cc1C	·	40µM*	6%[57.1 µM]	-0.2	·
49	COc1ccc(CCn2c3c(c(=O)[nH]c2=O)C(NC(=O)c2cccs2)(C(F)(F)F)C(=O)N3)cc1OC (centres undefined)	6	1%	-14%	0.2	1.0
50	N/C(=N\OC(=O)c1cc(Br)ccc1Cl)c1ccccn1	30	0%	5%	-0.2	-0.4
51	CCNC(=O)C1CCCN(c2ncnc3onc(C)c23)C1 (centres undefined)	·	-10%	15%	1.3	0.9

No.	TrxR1 substrate	PI4K2A inh	USP1 inh	TRHR enhancer
37	-2%[57.1 µM]	-4	1%	0
38	-16%	?	28µM*	-4
39	-7%	1	1%	4
40	-5%	1	?	1
41	1%[57.1 µM]	-5	-13%	-3
42	2%	6	-22%	-10
43	1%	6	-17%	-2
44	-4%[57.1 µM]	0	-10%	12
45	5%	-2	-6%	-1
46	12%[57.1 µM]	4	0%	3
47	6%	15	-24%	-6
48	18%[57.1 µM]	2	?	6
49	-12%	-4	-23%	1
50	-4%	7	-12%	-6
51	2%	-3	-18%	-4

High-throughput results as filed in PubChem.
